# From PubChem BioAssay
# Cdc25B block: inhibitors of human Cdc25B phosphatase | P30305 | recombinant Cdc25B, OMFP fluorescence Ex485/Em525 | inhibition, %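 (compounds tested at 10 µM final in the well)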 | 65,000 compounds, 0.1% hits; in the data active = inhibition above about 50%
# CatB block: blocks human cathepsin B protease activity; purified cathepsin B, fluorogenic substrate, fluorescence; inhibition, %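 (tested at 10 µM)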; 63,000 compounds, 0.1% hits; AID 453; P07858; in the data active = inhibition above about 21%;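 note: 0% = enzyme with no compound and 100% = no enzyme blank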
# Hsp90 inh: displaces geldanamycin probe from tumor Hsp90; inhibition, % at 30 µM; 64,000 compounds, 0.35% hits; P07900; NCI-N417 lysate Hsp90, Cy3B-geldanamycin FP displacement;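 active = inhibition above 50%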;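 note: 0% = tracer plus lysate wells and 100% = tracer alone without lysate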
# D1 allo mod: allosteric modulators of human D1 dopamine receptor; P21728; HEK293 D1, CRE-luciferase, dopamine EC30 potentiation; actives deviate in either direction; B-score at 10 µM; 58,000 compounds, 5.9% hits;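 active = luminescence count or its row- and column-corrected plate score outside the 99.7% band of the plate's sample wells, on either side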
# Target sequence (P21728 whole entry, looked up): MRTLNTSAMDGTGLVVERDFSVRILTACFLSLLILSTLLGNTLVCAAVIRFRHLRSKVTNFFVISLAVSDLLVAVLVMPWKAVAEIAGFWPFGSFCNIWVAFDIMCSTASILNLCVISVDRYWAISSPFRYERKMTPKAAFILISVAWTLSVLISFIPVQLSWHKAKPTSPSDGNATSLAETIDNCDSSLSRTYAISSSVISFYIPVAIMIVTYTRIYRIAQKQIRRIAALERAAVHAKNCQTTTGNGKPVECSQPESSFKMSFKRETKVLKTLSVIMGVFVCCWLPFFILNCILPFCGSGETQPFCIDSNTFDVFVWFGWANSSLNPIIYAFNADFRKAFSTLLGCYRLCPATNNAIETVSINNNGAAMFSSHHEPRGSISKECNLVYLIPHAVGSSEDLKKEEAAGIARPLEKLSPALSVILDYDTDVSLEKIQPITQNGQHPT
# tolC growth inh: growth inhibitors of E. coli BW25113 tolC mutant. OD615. growth inhibition, % at 10 µM (by protocol). 65,000 compounds, 2.2% hits;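 active = growth inhibition at or above a cutoff equal to the mean over every tested compound plus 3 SD, cut at about 60% in these data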;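 note: growth measured after 20 h incubation at 37 °C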
#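 Test system: tolC-deleted E. coli BW25113 | Medium: LB with kanamycin 50 µg/mL | Compound dosing: Single concentration, 10 µM final per compound | Schedule: 37 °C, 20 h exposure | Measured by: OD at 615 nm | Evaluation: Percent growth inhibition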
# CatB mix inh: human cathepsin B inhibition by mixtures; inhibition, %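 (ten-compound pools at 5 µM per compound and 50 µM total)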; 62,000 compounds, 0.06% hits; P07858; AID 488; Purified cathepsin B, AMC dipeptide fluorescence, compound mixtures; in the data active = inhibition above about 22%, passing the limit was not always enough;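 note: 0% = enzyme without compound and 100% = no enzyme blank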
# MKP-1 inh: inhibitors of human MKP-1 phosphatase; AID 374; recombinant MKP-1, OMFP hydrolysis fluorescence; inhibition, %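 (compounds tested at a single concentration somewhere between 10 and 100 µM)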; 65,000 compounds, 0.15% hits;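 active = inhibition above about 50%, limit read from the data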;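 note: 0% = DMSO max control wells and 100% = wells with enzyme stopped by NaOH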
# Target sequence (P28562 whole entry, looked up): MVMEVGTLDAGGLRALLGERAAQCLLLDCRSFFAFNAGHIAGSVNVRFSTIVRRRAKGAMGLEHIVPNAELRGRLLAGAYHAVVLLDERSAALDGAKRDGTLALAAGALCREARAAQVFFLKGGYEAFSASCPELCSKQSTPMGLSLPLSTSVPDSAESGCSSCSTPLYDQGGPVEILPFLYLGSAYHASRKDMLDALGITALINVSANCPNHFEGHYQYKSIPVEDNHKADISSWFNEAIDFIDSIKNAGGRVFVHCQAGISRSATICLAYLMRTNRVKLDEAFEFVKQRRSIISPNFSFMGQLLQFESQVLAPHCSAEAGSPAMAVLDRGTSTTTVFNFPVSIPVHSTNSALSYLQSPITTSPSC
# AP ELISA ortho: alternative pathway complement inhibition, orthogonal assay. Human serum alternative complement pathway, LPS-coated ELISA, C3 deposition; tested in compound mixtures. inhibition, % at 5 µM. 62,000 compounds, 0.08% hits;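 active = inhibition above 30% in each of the two pooled mixtures holding the compound, so the lower value exceeds 30%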;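 note: 0% = serum in Mg-EGTA without compound and 100% = EDTA serum blank; some compounds past the cut are filed as inactive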
#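 Test system – human serum alternative complement pathway, C3 deposition on LPS-coated wells · Buffer or medium – diluted human serum in Mg2+-EGTA GVB++ · Compound dosing – 5 µM each compound, pools of ten, 50 µM per pool · Schedule – 1 h serum-compound exposure at 37 °C · Measured by – Anti-C3 ELISA, OD 450 nm · Read-out basis – percent inhibition of C3 deposition onto LPS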
# Ec RNAP inh: blocks E. coli RNA polymerase transcription; AID 559; 62,000 compounds, 0.2% hits; fluorescence transcription assay; inhibition, %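 (tested at 10 µM)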; P0A8V2; in the data active = inhibition above about 20%;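 note: 0% = enzyme without compound and 100% = no enzyme blank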
# * hit, by the source's call; x = not tested or not shown. Not a hit list. About 7.6% of those tested had a hit in this group.
# Start of the listing, in advance, 4 compounds:
SMILES,Cdc25B block,CatB block,Hsp90 inh,D1 allo mod,tolC growth inh,CatB mix inh,MKP-1 inh,AP ELISA ortho,Ec RNAP inh
c1ccc(Nc2nn[nH]n2)cc1,1,3,x,-0.14,-19,2,8,5,7
CC(=O)Nc1ccc(-c2cc3ccccc3o2)cc1,15,3,-1,-2.6,-1,-9,-8,-6,12
O=C(N1CCOCC1)C1(c2ccccc2)CCCCC1,-5,4,-2,1.1,0,0,2,-1,8
COc1ccc(CCNC(=O)Cn2cnc3c(nnn3Cc3ccccc3F)c2=O)cc1OC,-1,x,0,0.23,-14,x,2,x,x

# The list itself, repeating the preview:
SMILES,Cdc25B block,CatB block,Hsp90 inh,D1 allo mod,tolC growth inh,CatB mix inh,MKP-1 inh,AP ELISA ortho,Ec RNAP inh
c1ccc(Nc2nn[nH]n2)cc1,1,3,x,-0.14,-19,2,8,5,7
CC(=O)Nc1ccc(-c2cc3ccccc3o2)cc1,15,3,-1,-2.6,-1,-9,-8,-6,12
O=C(N1CCOCC1)C1(c2ccccc2)CCCCC1,-5,4,-2,1.1,0,0,2,-1,8
COc1ccc(CCNC(=O)Cn2cnc3c(nnn3Cc3ccccc3F)c2=O)cc1OC,-1,x,0,0.23,-14,x,2,x,x
CCn1cc(Br)c(C(=O)NCc2ccco2)n1,-10,2,-1,0.09,17,7,-3,12,7
CCOC(=O)C1CCCCN1C(=O)CCc1c(C)nc2cc(-c3ccccc3)nn2c1C (stereo not drawn),-6,-8,-2,-3.5,17,6,15,20,1
Cc1cc(C)nc(SCc2cccc(C(=O)O)c2)n1,2,-1,-3,-0.87,2,3,-1,9,7
Cc1cc(OCCOCCN2CCCC2)ccc1C(C)C,-14,-1,0,-0.72,-3,1,-4,5,4
CCOC(=O)c1nc(-c2ccccc2)oc1N(C)C,-7,-2,0,4*,-8,-7,15,11,-5
O=C(C(Cc1ccccc1)N1C(=O)C2C3C=CC(C3)C2C1=O)N1CCCCC1 (stereo not drawn),x,2,x,0.15,11,1,x,-10,x
Cn1c(SCC(=O)NCCN2C(=O)CSC2=O)nc2ccccc2c1=O,-18,2,-2,1.3,-10,8,7,26,6
Cc1nc2ccccn2c1/C(O)=C1\C(=O)C(=O)N(CCCN(C)C)C1c1ccc(Cl)cc1 (stereo not drawn),-12,-3,-2,0.051,-11,-6,-1,-1,4
Cc1cc(C)nc(/N=C2/NC(=O)CS2)n1,3,2,-2,-0.19,-18,0,16,6,5
Cc1cc(C(=O)Nc2nc3c(s2)CCCC3)cs1,0,14,1,-5*,12,5,-3,-2,7
CCC1(N(C(C)=O)c2ccc(OC)cc2)C(=O)c2ccccc2C1=O,-16,4,0,0.26,1,2,-6,-4,9
C/C(=N\O)C(=O)NCCCn1ccnc1,17,2,0,x,3,-2,-19,8,-12
CC(C)CCn1c(CN2CCN(Cc3ccccc3)CC2)nc2c1c(=O)[nH]c(=O)n2C,-15,2,-5,0.31,0,1,23,14,x
COc1ccc(C2c3c(oc4ccccc4c3=O)C(=O)N2c2ccc(C)cn2)cc1OC (stereo not drawn),3,1,-4,3.4,14,2,24,2,8
CCC1CCCCN1CCCNC(=O)c1cn(CC(C)C)c(=O)c2cc(OC)c(OC)cc12 (stereo not drawn),x,1,x,-0.52,-23,-1,x,10,3
CC1Cc2ccccc2N1C(=O)CSc1nnc(-c2ccc(S(=O)(=O)N3CCCCC3)cc2)o1 (stereo not drawn),-3,1,0,0.53,-13,0,17,-7,5

# Some entries already given, limited to AP ELISA ortho:
smiles | AP ELISA ortho
C/C(=N\O)C(=O)NCCCn1ccnc1 | 8
Cc1nc2ccccn2c1/C(O)=C1\C(=O)C(=O)N(CCCN(C)C)C1c1ccc(Cl)cc1 (stereo not drawn) | -1
Cc1cc(C)nc(/N=C2/NC(=O)CS2)n1 | 6

# Other compounds
SMILES,Cdc25B block,CatB block,Hsp90 inh,D1 allo mod,tolC growth inh,CatB mix inh,MKP-1 inh,AP ELISA ortho,Ec RNAP inh
Cc1cccc(N(CC(=O)NC2CCCC2)C(=O)CS(=O)CC(=O)Nc2ccc3c(c2)OCO3)c1 (stereo not drawn),-9,2,-1,-0.027,-9,3,-6,7,5
COC(=O)CN1CCN(C(c2ccccc2)c2ccccc2)CC1,-9,7,-1,0.48,5,2,-1,14,-1
CC(=O)c1cccc(NC(=O)CN(c2ccccc2)S(C)(=O)=O)c1,-16,0,0,0.07,0,6,23,7,11
O=C(O)c1nn(-c2ccc(Cl)cc2)ccc1=O,5,1,-6,0.95,-11,3,16,13,4
Cn1c(C(=O)N2CCC(C(=O)N3CCOCC3)CC2)cc2sccc21,-9,-1,-3,-0.85,-12,7,0,25,5
Cc1ccc(C)c(N2CCN(C(=O)C3CCN(c4nc(C)cc(C)n4)CC3)CC2)c1,-2,1,0,-0.26,29,-2,9,5,3
CCOC(=O)c1ccc(CC2S/C(=C(\C#N)C(C)=O)NC2=O)cc1 (stereo not drawn),-2,1,-1,-0.42,7,0,-5,-9,8
O=C(Nc1cccc(-c2nc3ccccc3[nH]2)c1)c1ccco1,-8,1,-5,-1.1,28,8,-29,5,12
CCN(CCNC(=O)CC1Oc2ccccc2NC1=O)c1ccccc1 (stereo not drawn),3,-1,1,3*,11,-5,2,3,3
COC(=O)CSc1nnc(-c2ccco2)n1Cc1ccco1,1,-2,-5,-0.37,-8,-1,12,5,-1
Cn1c(=O)[nH]c(=O)c2c1nc(N1CCN(c3cccc(Cl)c3)CC1)n2CCCc1ccccc1,13,2,-3,-0.91,17,6,-17,4,12
Cc1cc(C)n(-c2nc3c(c(=O)[nH]c(=O)n3C)n2Cc2ccccc2)n1,-8,6,0,7.9*,1,4,21,-13,13
O=C(CC(=O)c1ccccc1)Nc1ccc2c(c1)OCCO2,-7,1,-2,-1.5,5,-1,22,-3,3
COc1ccccc1N1CCN(C(=O)c2ccncc2)CC1,-8,3,2,-0.92,0,0,1,1,7
O=C(Nc1ccc2c(c1)OCCO2)c1cncc(Br)c1,-5,4,-3,-3.2,0,1,-6,2,8
O=C(C1CCN(S(=O)(=O)N2CCC3(CC2)OCCO3)CC1)N1CCc2ccccc2C1,1,-3,-3,2,22,1,30,8,4
COC(=O)c1cc(=O)nc2sccn12,2,5,-5,0.4,-16,4,14,14,7
COc1cccc(C2=NOC(C(=O)NCc3ccco3)C2)c1 (stereo not drawn),5,1,-6,-0.91,0,-1,-7,0,-10
CCOC(=O)c1[nH]c2ccc(OC)cc2c1NC(=O)N1CCOCC1,8,5,0,1.3,-1,5,23,-13,3
CCCSc1nc2c(cnn2-c2ccc(C)c(C)c2)c(=O)[nH]1,-1,-5,0,2.2,-14,4,12,21,4
c1ccc(-n2nnnc2SCCCSc2nc3ccccc3s2)cc1,-4,-1,0,0.63,42,-6,15,6,3
CC1(C)Cc2c(C#N)c(SCCOc3ccccc3)nc(N3CCOCC3)c2CO1,-4,-1,-2,x,9,x,-12,x,-8
COc1ccccc1C(=O)NCC(=O)Nc1ccccc1,-15,3,-4,x,-10,5,4,0,6
CCOC(=O)N1CCN(CC(O)COc2ccccc2C(C)C)CC1 (stereo not drawn),-36,2,0,-1.8,4,-1,-1,-6,-9
CCCC12CN3CC(C)(CN(C1)C31C(=O)Nc3ccc(C)cc31)C2=O (stereo not drawn),2,6,-6,-0.16,-10,1,-3,12,-1
CN(c1ccc(C(=O)Nc2ccccc2C(=O)N2CCCC2)cc1)S(C)(=O)=O,-3,-2,-3,1.1,-1,4,17,18,-2
COc1ccc(CCNC2=NCCS2)cc1,-12,2,-2,-0.48,-5,1,-3,8,3
CCOc1ccc(C(=O)CN2CCN(S(=O)(=O)c3ccc(F)cc3)CC2)cc1,-11,1,-5,1.4,19,0,-14,10,9
CCCCn1c(NCc2ccccc2O)nc2ccccc21,-4,1,0,-1.6,29,2,2,-10,8
O=C(O)c1ccc(S(=O)(=O)Nc2ccc(F)c(Cl)c2)cc1,-3,-5,2,-0.9,3,2,-14,4,5
CC(OC(=O)c1cc2sccc2n1C)C(=O)NCCc1ccccc1 (stereo not drawn),-4,3,1,0.1,14,7,-12,0,11
O=C(c1cc2ccccc2oc1=O)N1CCCC1,3,5,-2,0.23,-15,2,3,16,12
CCOC(=O)c1c(-c2ccccc2)nnn1-c1nc(OCC)nc(N2CCCCC2)n1,-21,3,0,-0.76,75*,1,-15,6,6
O=C(COc1ccc(F)cc1)NCC1CCCO1 (stereo not drawn),-2,7,-3,-0.82,0,3,2,8,0
Cc1ccccc1S(=O)(=O)Cc1ccc(C(=O)N2CCN(c3cccc(C)c3C)CC2)o1,-6,1,-1,-4.3,69*,-6,29,13,0
CCn1c(SCC(=O)NC(=O)Nc2ccc3c(c2)OCCO3)nnc1-c1cccs1,5,1,-1,1.1,-2,-1,5,-9,22*
CCCOc1ccc2oc(=O)c3c(c2c1)CCCN3C(=O)CN1CCN(c2ncccn2)CC1,-28,4,0,-0.077,16,1,24,6,12
COc1ccc(CNC(=O)c2onc(C)c2Cl)cc1,11,4,-4,x,-12,2,-2,15,10
Cc1ccc(SCc2nc(-c3cccnc3)no2)cc1,-18,7,-8,x,2,10,2,-22,4
COc1cc(NC(=O)CSc2nccc(C)n2)c(C(=O)O)cc1OC,-12,0,2,-0.76,-12,0,1,8,3
CC1(C)CC(=O)C(Sc2nnc(-c3ccc(NS(C)(=O)=O)cc3)n2Cc2ccco2)C(=O)C1,-19,-1,-2,-0.22,0,2,-11,8,3
Nc1nc(F)nc2c1ncn2[C@@H]1O[C@H](CO)[C@@H](O)[C@@H]1O,-11,3,1,-0.26,14,3,-13,-2,6
CCOC(=O)C1=C(N)n2c(s/c(=C/c3ccco3)c2=O)=C(C(=O)OC)C1c1ccco1 (stereo not drawn),2,1,-10,1.5,2,1,20,-27,7
CC(=O)NCCCCCCNC(C)=O,-17,2,0,0.39,6,2,-7,6,8
COC(=O)c1cccc(-n2nnnc2SCC(=O)Nc2cc(C)on2)c1,-5,4,-2,0.23,-11,3,-28,22,8
COc1cccc2c1OC1(C)CC2NC(=O)N1c1cccc(C(=O)N2CCN(c3ccccn3)CC2)c1 (stereo not drawn),4,-6,-3,-0.045,-13,5,16,19,1
O=S1(=O)C=CC(N2CCOCC2)C1 (stereo not drawn),-4,-1,x,0.09,-10,-3,-1,5,3
Cc1cc(C)nc(NC(=NCc2ccc3c(c2)OCO3)NC(=O)Nc2ccccc2)n1,-8,1,-4,-0.072,0,-1,-6,17,1
COc1cccc(OC)c1C(=O)N1CC(C)OC(C)C1 (stereo not drawn),-4,8,-2,0.18,-8,0,1,5,5
O=C(O)C1C(c2ccccc2)C(C(=O)Oc2ccc(O)cc2)C1c1ccccc1 (stereo not drawn),0,-3,4,0.85,11,-4,38,16,-4
# Going on with the list.
SMILES,Cdc25B block,CatB block,Hsp90 inh,D1 allo mod,tolC growth inh,CatB mix inh,MKP-1 inh,AP ELISA ortho,Ec RNAP inh
CC(=O)Nc1cccc(-c2nnc(SCc3ccccc3C#N)n2C)c1,-1,1,-17,0.18,2,4,9,10,4
O=c1cc(Nc2ccc3c(c2)OCCO3)[nH]c(=O)n1C1CCCCC1,36,x,0,-0.33,26,x,-1,x,x
CCC(Sc1ccccn1)C(=O)Nc1nnc(C)s1 (stereo not drawn),-12,2,-2,-1.5,13,0,6,-16,-9
COc1cc2nc3c4ccccc4n(CC#N)c3nc2cc1OC,-9,-1,-1,2.1,-8,9,-36,14,8
COC(=O)c1ccccc1NC(=O)CSc1nnc(CNS(=O)(=O)c2ccc(C)cc2)n1C,4,2,-2,-1.1,-7,-2,-2,-4,2
COc1ccc(Cc2nnc(NC(=O)Cc3cccs3)s2)cc1OC,30,x,-14,17*,-7,x,40,x,x
